Assay outcomes from PubChem.
MRP-1 activ = MRP-1 activation. H69AR cells + doxorubicin, viability rescue, CellTiter-Glo. viability increase, % at 10 µM. hit rate 0.61% among 140,000. AID 799;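 active = viability gain under doxorubicin at or above a set limit, the compound median plus 3 SD, cut at about 4.7% in these data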;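 note: MRP-1 overexpressing cells given doxorubicin 25 µM after compound pretreatment; 18-22 h compound pretreatment then 72 h with doxorubicin before readout; 0% = doxorubicin-only wells and 100% = vehicle-treated cells without doxorubicin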
NPY Y2 blocker = blocks the human neuropeptide Y Y2 receptor; P49146; NPY-Y2 expressing cells, antagonist mode; inhibition, % at 2.7 µM; hit rate 0.99% among 140,000; AID 793; in the data active = inhibition above about 17%;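 note: 0% = vehicle with agonist challenge and 100% = reference antagonist with challenge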
Target sequence (P49146 whole entry, looked up): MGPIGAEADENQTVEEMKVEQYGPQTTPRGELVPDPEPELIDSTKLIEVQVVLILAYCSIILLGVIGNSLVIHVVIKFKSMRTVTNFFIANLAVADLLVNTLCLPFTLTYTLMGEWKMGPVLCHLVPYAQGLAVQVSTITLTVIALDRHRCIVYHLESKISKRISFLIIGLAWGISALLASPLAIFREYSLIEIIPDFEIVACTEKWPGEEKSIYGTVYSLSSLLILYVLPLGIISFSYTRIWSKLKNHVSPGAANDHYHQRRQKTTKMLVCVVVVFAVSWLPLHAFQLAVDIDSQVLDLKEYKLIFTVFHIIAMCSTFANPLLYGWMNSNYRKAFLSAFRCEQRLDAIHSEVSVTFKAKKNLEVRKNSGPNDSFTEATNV
PTEN del growth = PTEN-deleted cell growth suppression. HCT116 PTEN-null viability, CellTiter-Glo, 60 h; active compounds read low. viability, % at 10 µM. hit rate 1.2% among 140,000;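 active = viability at or below a set limit, 4 SD under the median of all tested compounds, cut at about 3.7% in these data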;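 note: PTEN knockout HCT116 line with beta catenin targeted HCT116 as companion control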
Measles CPE = protection of cells from measles virus | hit rate 1.5% among 140,000 | Measles virus-infected cells, CPE protection, absorbance | protection (pct of control), % at 4 µM; in the data active = protection mostly above about 24%, no sharp cut-off; inactive = mostly below about 26%; note: some compounds called inactive have numbers as strong as hits
GALR2 blocker = antagonists of human galanin receptor 2 (GALR2); GALR2-expressing cells, antagonist mode; hit rate 0.39% among 140,000; O43603; inhibition, % at 4 µM; in the data active = inhibition above about 27%;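 note: cells stimulated with galanin 1-16 at roughly its EC80; 0% = agonist challenge control and 100% = basal control without agonist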
Target sequence (O43603 whole entry, looked up): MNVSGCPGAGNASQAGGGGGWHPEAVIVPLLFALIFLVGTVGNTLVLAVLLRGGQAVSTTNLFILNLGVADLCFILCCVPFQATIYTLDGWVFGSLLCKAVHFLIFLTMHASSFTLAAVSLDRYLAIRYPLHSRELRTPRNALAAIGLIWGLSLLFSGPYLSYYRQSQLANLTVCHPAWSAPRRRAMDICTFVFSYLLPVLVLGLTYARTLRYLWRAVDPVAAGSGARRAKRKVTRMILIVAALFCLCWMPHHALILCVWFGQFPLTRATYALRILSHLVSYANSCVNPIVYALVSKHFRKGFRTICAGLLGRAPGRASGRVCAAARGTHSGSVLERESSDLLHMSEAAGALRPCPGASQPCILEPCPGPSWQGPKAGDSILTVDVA
E-sel TNF inh = TNF alpha driven E-selectin expression inhibition; HUVEC TNFa-induced E-selectin immunofluorescence, high content; inhibition, % at 2 µM; hit rate 0.71% among 120,000; AID 1246;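 active = inhibition above the batch mean plus 3 SD, and confirmed as a hit on visual image review, cut at about 43% in these data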;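 note: 0% = TNF-stimulated DMSO wells and 100% = unstimulated control wells; not every result past the cut was called active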
bCat KO growth = beta-catenin-lacking colon tumor cell growth suppression; viability, % at 10 µM; hit rate 1.5% among 140,000; HCT116 beta-catenin knockout viability, CellTiter-Glo, 60 h; active compounds read low;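 active = viability at or under a set limit, the compound median less 4 SD, cut at about 6% in these data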;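 note: 0% = Hyamine 1622 control at 20 µM and 100% = untreated cell control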
Phagocytosis inh = blocks phagocytosis by macrophages. J774A.1 macrophage IgG-bead phagocytosis, imaging. hit rate 0.07% among 110,000. inhibition, % at 5 µM. AID 1029;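 active = inhibition above the mean of the plate negative controls plus 5 SD, cut at about 13% in these data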;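 note: phagocytic index as fraction of beads internalized from green versus red external bead signal; plate controls were DMSO negative control for no effect and cytochalasin-D positive control for full effect; some results beyond the cut were filed as inactive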
Yeast lifespan up = yeast lifespan extension; S. cerevisiae growth with nicotinamide, OD615; deaD strain in restrictive glucose medium; inhibition of the nicotinamide effect, % at 10 µM; hit rate 0.68% among 130,000;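 active = inhibition above a set limit, placed 3 SD over the median of all compounds, cut at about 26% in these data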;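 note: 0% = nicotinamide-treated wells and 100% = cells grown without nicotinamide; some compounds called inactive have numbers as strong as hits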
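Assay system: engineered S. cerevisiae DeaD replicative-lifespan strain, galactose-grown log-phase cells; medium: restrictive CSMM-D dextrose medium; also added: nicotinamide, 1.5 mM, co-present with compound; schedule: 48 h compound exposure at 30 °C, humidified; detection: absorbance at 615 nm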
BB579 growth dn = chemicals that inhibit yeast BB579 growth in restrictive medium (lifespan-shortening candidates). inhibition, % at 10 µM. S. cerevisiae BB579 growth, OD615, 48 h. hit rate 0.51% among 140,000. AID 804;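 active = inhibition above a set limit, 3 SD over the mean compound inhibition, cut at about 44% in these data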; note: inactives centre near -24
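Test system: Saccharomyces cerevisiae DeaD strain BB579, replicative lifespan model yeast | Buffer or medium: Restrictive CSMM-D medium | Doses: One dose, 10 µM compound with 0.25% DMSO | Incubation: 48 h exposure, 30 °C | Detection: Culture absorbance at 615 nm | Control set: Amphotericin B at 10 µg/mL as positive control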
* marks the source's active call; other numbers are inactive results; . = not tested or not shown. Rows were taken by chance; 6.1% or so of the library scored in one or more.

SMILES	MRP-1 activ	NPY Y2 blocker	PTEN del growth	Measles CPE	GALR2 blocker	E-sel TNF inh	bCat KO growth	Phagocytosis inh	Yeast lifespan up	BB579 growth dn
COCCCNC(=O)C1CCCCN1S(=O)(=O)c1ccc(F)cc1 (configuration not stated)	-2.8	-0.3	105.6	11.3	-7.4	.	97.2	-0.3	-4.8	9.2
O=C(Cc1ccc(Cl)cc1)Nc1ccc(-c2cc3ccccc3oc2=O)c(Cl)c1	-2.2	1.4	12.6	12.5	-6.4	.	16.1	11.7	1.6	-45.4
Cc1ccc(SC/C(O)=C(\C#N)c2nc3ccccc3s2)cc1	-1.4	14.1	92.5	12.8	-2.6	-55.1	97.1	-4.7	5.6	-79.4
COc1ccccc1Nc1nc(N)nc(-c2oc3ccccc3c2C)n1	0.0	6.5	90.5	3.6	-0.1	-0.1	90.7	-0.1	-0.2	-55.6
Cc1ccc(-n2c(-c3nn(C)c(C)c3Cl)n[nH]c2=S)cc1	0.3	2.0	102.0	26.2	3.6	-4.4	104.6	-0.1	-12.9	-1.9
Cc1cc(C)cc(N2CN=c3s/c(=C\c4ccco4)c(=O)n3C2)c1	-0.5	0.5	97.0	4.1	8.9	.	90.2	-4.9	1.8	-25.9
CCCCC1(Cc2cccc([N+](=O)[O-])c2)C(=O)N(c2ccccc2)N(c2ccccc2)C1=O	-1.5	8.4	11.7	1.9	0.7	-24.4	14.0	0.2	8.7	-43.6
CS/C(=N\S(=O)(=O)c1ccc(N)cc1)NS(=O)(=O)c1cccs1	0.5	-1.1	108.7	2.1	-1.6	.	95.9	0.5	1.6	-61.4
CC1CC(C(F)(F)C(F)(F)F)n2nc(C(=O)O)cc2N1 (configuration not stated)	-1.2	1.0	92.1	11.4	3.7	-25.2	93.2	0.3	1.6	-22.5
CCCN1CCCc2cc(CN)ccc21	-5.7	8.3	14.4	5.8	9.9	6.6	13.7	0.2	-20.2	-23.9
Cc1ccc(-c2cc(C(F)F)n3ncc(C(=O)Nc4c(C)nn(Cc5ccccc5Cl)c4C)c3n2)cc1	-6.8	3.4	1.4*	5.6	9.4	-17.0	2.4*	.	-1.2	-51.5
O=C1NC(=S)N/C1=C/c1ccc(-c2c(Br)cc([N+](=O)[O-])cc2Br)o1	-2.5	2.5	24.7	3.3	6.4	-16.5	51.0	0.3	-5.8	-35.5
CCc1nc2sc3c(c2c(=O)n1NC(=O)CCl)CCCC3	-5.4	4.3	92.2	5.8	12.9	-22.6	86.4	1.9	-6.6	-28.4
O=C(NNC(=O)c1cccnc1)Nc1ccc([N+](=O)[O-])cc1	-1.0	3.0	79.5	18.2	-12.7	1.7	86.5	-4.3	-1.7	-36.7
O=C(CN1CCN(C(=O)c2cccc(F)c2)CC1)NC1CCCCC1	-2.9	0.0	101.2	6.5	-4.4	-12.1	98.4	1.0	-20.8	-26.7
COc1ccc(-c2c(C)nn3c(N4CCC(C(=O)NCCN(C)C)CC4)cc(C)nc23)cc1OC	-2.0	1.6	80.3	5.0	-5.7	-34.6	69.5	-0.4	-5.3	-47.4
CS(=O)(=O)N(CC(=O)Nc1ccc2c(c1)OCO2)Cc1ccccc1	0.5	8.1	95.2	4.4	2.7	1.8	91.2	0.1	-2.7	-20.6
COc1ccc(C2=NOC(Cn3c(Cc4ccc(Cl)cc4)nc4c3c(=O)n(C)c(=O)n4C)C2)cc1 (configuration not stated)	-0.4	-1.5	71.8	15.2	-13.4	-1.3	74.0	-0.6	-3.1	-81.2
CCN(CC)S(=O)(=O)c1ccc(NC(=O)C2c3ccccc3Oc3ccccc32)cc1	-1.1	1.2	70.3	4.7	-3.9	8.5	77.9	-8.7	3.3	-54.1
COC(=O)/C=C/c1ccc(OC(=O)c2ccncc2)cc1	-4.2	5.4	103.5	1.2	4.8	15.8	81.0	-0.7	-6.0	-21.2
CCOC(=O)N1CCC(NC(=O)c2cc3c(-c4ccccc4F)nn(C)c3s2)CC1	-2.1	0.3	86.0	12.8	-0.9	4.9	83.1	.	-1.5	-32.9
O=C(Cn1nnc(-c2ccncc2)n1)Nc1ccc2c(c1)CCC2	0.3	1.7	106.2	19.4	-3.7	-0.1	111.0	-0.1	-6.5	-56.4
Cc1cc(C)cc(C(=O)NC(=S)Nc2ccc3c(c2)OCCO3)c1	-1.3	8.3	86.2	17.0	-6.6	.	88.1	-7.3	-7.6	-2.1
Cc1c(Br)cc(C(=O)NC2CCCCC2)c(C)c1C	0.7	14.4	88.9	6.4	-2.2	1.9	81.8	.	7.7	-8.8
COC(=O)[C@H](C)NC(=O)Nc1ccc(Oc2ccccc2)cc1	-1.6	1.3	90.2	4.2	-13.3	-4.6	91.5	-0.3	-13.2	-10.8
COCc1cc(C)nc(OCC(=O)N/N=C/c2ccc(-c3cccc([N+](=O)[O-])c3)o2)c1C#N	-0.6	0.9	99.2	3.6	-4.8	-7.5	103.0	0.6	-14.1	-16.9
CCOC(=O)c1c(C#N)cnn1-c1ccc(C)cc1	0.1	0.2	91.5	16.1	-2.6	-28.2	100.1	-0.5	-8.8	-50.0
COc1ccc(-c2noc(CCC(=O)Nc3ccc4c(c3)OCCO4)n2)cc1	-0.9	4.8	81.8	15.0	28.4*	-38.2	85.2	0.1	-8.1	-64.0
COc1ccc(C(=O)NCc2n[nH]c(=S)n2-c2ccccc2)cc1OC	-0.6	0.8	104.0	6.1	-4.1	-1.2	95.0	-1.4	-7.1	-0.2
CCCCOCCCn1c(-c2ccco2)nc2nc3ccccc3nc21	-3.2	2.2	86.3	7.5	-14.6	0.6	88.4	-0.4	-21.7	-54.8
CC(=O)Nn1c(COc2ccccc2C)nc2ccccc2c1=O	0.4	0.7	121.5	12.2	9.6	8.5	97.0	-0.6	6.6	-60.9
Cc1ccc(/C=N/n2cnc3sc4c(c3c2=O)CCCC4)o1	0.3	4.8	.	33.1	2.2	.	82.8	-0.6	-16.2	-13.2
Cc1nn(-c2ccccc2)c(C)c1NC(=O)COc1ccc(C#N)cc1	0.6	2.3	94.6	11.2	7.5	.	92.1	-4.1	0.5	-27.1
O=C(OCC1OC(n2cnc3c(N(C(=O)c4ccccc4)C(=O)c4ccccc4)ncnc32)C(O)C1F)c1ccccc1 (configuration not stated)	-6.3	-1.3	82.1	5.2	3.8	4.4	78.0	-0.7	10.1	-9.7
COC(=O)CC1Sc2ccccc2NC1=O (configuration not stated)	-0.3	-0.1	93.2	7.5	7.5	-36.6	96.8	-0.5	-10.6	5.8
COCCCNC(NC(=O)c1ccc(C)cc1)C(Cl)(Cl)Cl (configuration not stated)	0.9	1.7	89.7	42.2	-2.3	1.2	79.3	.	-20.4	-16.8
CN(C)C(=O)CSc1nnc(-c2cc(-c3cccs3)nc3ccccc23)o1	-0.2	1.2	74.7	5.2	-14.6	13.2	70.1	1.8	-27.6	-39.6
CC1=NNC(=O)C1CCC(=O)N/N=C\c1ccccc1[N+](=O)[O-] (configuration not stated)	0.7	-2.4	103.0	23.6	-1.7	-53.0	101.2	.	-18.4	-26.4
CCS(=O)(=O)N1Cc2ccccc2CC1C(=O)Nc1nnc(SCc2c(Cl)cccc2Cl)s1 (configuration not stated)	0.0	0.0	94.3	25.1	7.8	-17.2	92.5	-10.1	-3.0	-13.2
CC(=O)c1cc(C)ccc1OC(=O)c1cccc2nc(C)oc12	0.2	3.8	97.0	3.6	-10.7	-0.8	98.7	.	-11.8	-4.6
Cn1c(=O)c2c(-c3ccccc3)n(C3CCCCC3)cc2n(C)c1=O	-3.6	1.8	68.3	12.8	1.9	13.8	74.7	-4.5	-16.1	-17.8
Cc1nc2sc(C(c3cccc(F)c3)N3CCN(C(=O)c4ccco4)CC3)c(O)n2n1 (configuration not stated)	-0.8	1.4	116.5	6.2	-10.4	-29.6	104.0	-1.4	-0.3	-71.2
CC(=O)c1ccc(Sc2ccccc2)cc1	0.1	0.7	91.6	3.4	4.6	8.3	84.1	-0.3	-10.5	-15.1
O=C(NCc1ccccc1F)c1ccc2c(c1)OCO2	-0.5	0.7	85.5	-1.6	-9.4	1.9	86.0	-1.0	-13.8	-28.7
COc1cc(OC)c(OC)cc1CN(C)CCc1ccccn1	-0.7	2.5	90.2	20.9	0.9	-18.8	88.8	-1.0	1.8	-30.5
CC(C)Nc1nnc(SCC(=O)c2c[nH]c3ccccc23)s1	-2.3	1.1	87.3	8.2	14.7	.	75.1	3.5	-3.0	-4.8
O=C(CSc1nnnn1C1CCCCC1)Nc1cccc(NC(=O)c2ccco2)c1	-0.5	7.6	94.5	15.9	-0.4	-38.8	91.4	-0.9	-9.5	-43.8
Cc1noc(C)c1COC(=O)CN(C)S(=O)(=O)c1ccc(Cl)cc1	-1.0	3.7	90.5	4.0	13.3	-15.2	90.2	-1.6	-10.2	-26.1
COc1ccccc1C1C(C#N)=C(N)Oc2c1c(-c1ccccc1)nn2-c1ccccc1 (configuration not stated)	2.8	-1.1	110.6	8.0	-2.5	-19.0	98.9	-11.9	2.2	16.4
O=c1c2ccccc2nc2n1C(CSCc1ccccc1)CS2 (configuration not stated)	-1.6	3.7	71.1	7.7	-14.3	.	76.2	3.4	-3.4	-27.7
COc1cccc(C(=O)COC(=O)C(C)N2C(=O)c3ccccc3C2=O)c1 (configuration not stated)	0.3	5.8	103.2	9.3	2.3	.	98.4	-1.5	15.3	-40.4
CN1CCN(c2ccc([N+](=O)[O-])cc2/C=N/NC(=O)c2ccc(F)cc2)CC1	-2.0	1.4	89.6	6.8	-2.4	-2.1	94.8	-0.7	-21.5	-39.9
COc1cccc(-c2cc3nc4c(c(N5CCC6(CC5)OCCO6)n3n2)CCCC4)c1	-1.1	7.9	56.0	4.3	-4.5	-12.7	57.1	-1.4	-15.3	-17.1
Cc1ccc(SCc2ccc(C(=O)NCc3cccnc3)cc2)cc1	-1.1	2.3	98.8	5.4	-4.1	.	80.4	-2.0	-6.4	-6.6
Cc1ccc(OC(=O)COc2ccccc2)c(-n2nc3ccccc3n2)c1	-2.9	2.1	90.4	7.5	6.3	1.8	83.2	2.0	9.9	-20.8
CC(=O)Nc1ccc(S(=O)(=O)c2ccc(N)cc2)cc1	-1.2	2.0	106.5	7.6	2.1	35.6	112.9	.	-3.8	-28.1
CCC(C(=O)OC)n1cnc2c(cnn2-c2ccc(Cl)cc2)c1=O (configuration not stated)	1.2	6.0	94.5	3.3	11.8	18.3	95.7	-1.4	-3.8	-22.1
